Assay outcomes: PubChem, National Center for Advancing Translational Sciences (NCATS)
D1 potentiator: Potentiators of Human D1 Dopamine Receptor: qHTS; D(1A) dopamine receptor (Homo sapiens), P21728; HEK293 TREx D1 cells, calcium flux, dopamine EC20 potentiation; 360,000 tested, 0.036% active; potentiation, % at 10 µM; in the data active means potentiation above about 30%; further: 0% is about no effect
LDHA inh: qHTS assay for inhibitors of human lactate dehydrogenase; activity change, % (values are at about 110 or 230 µM); purified LDHA, NADH/diaphorase-resazurin fluorescence; active compounds read low; 480,000 tested, 0.15% active; AID 1347041, 2019; in the data active means activity change below about -30%; inconclusive means mostly about -25% to -30%;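 further: plate controls were DMSO wells for no effect and wells without enzyme for full effect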
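Resorufin fluorescence (ex540/em590), read at 0 and 20 min after diaphorase/resazurin addition, reports the NADH left after a 5 min room-temperature reaction of 2 nM human LDH5 with 0.06 mM NADH and 0.2 mM pyruvate.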
D1 antag: Antagonist of Human D 1 Dopamine Receptor: qHTS | D(1A) dopamine receptor (Homo sapiens), P21728 | HEK293 TREx D1 cells, calcium flux, dopamine EC80; active compounds read low | activity change, negative = inhibition, % at 10 µM | 360,000 tested, 3.2% active; in the data active means activity change below about -30%; further: on the % scale 0 is the no-effect control and ±100 the full control effect
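Antagonism measured as reduced calcium response to an EC80 dopamine addition following 180 s compound pre-read; cells were inducible HEK293 Trex D1 plated overnight at 30 C, read kinetically at 1 cycle/sec.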
Vif-A3F inh: qHTS for Inhibitors of Vif-A3F Interactions: qHTS | HeLa A3F-eYFP + Vif (tagged APOBEC3F with the HIV-1 protein that degrades it), YFP fluorescence increase | Potency, µM (doses to about 46.1 µM), for inactives: at the top dose activity, negative = active | 390,000 tested, 0.2% active | AID 602313, 2012; further: potency means the concentration at half of the fitted maximal effect; % of control where 0% means no effect; nearly all actives have a fitted effect of over 65% in size
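HeLa cells stably expressing A3F-eYFP plus Vif, plated and incubated overnight at 37 deg C, then exposed to compounds overnight at 37 deg C. Blocked degradation read as raised yellow fluorescence (Ex 488/Em 500-530).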
Glioma ERSR ind: qHTS for Inducers of the Endoplasmic Reticulum Stress Response (ERSR) in Human Glioma: qHTS; AID 602332, 2012; U87-MG GRP78 promoter luciferase reporter, 16 h; 420,000 tested, 0.02% active; Potency, µM, inactives show top-dose activation, hits mostly activators; further: potency means the concentration at half of the fitted maximal effect; series mostly up to about 76 µM; % of control where 0% means no effect; nearly all actives have a fitted effect of over 35% in size
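ERSR induction read as luciferase luminescence (Bright-Glo, 10 min at room temperature) in stably transfected human U87-MG glioma cells exposed to compounds for 16 h, using GRP78 as sensor.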
D1 ag: Allosteric Agonists of the Human D1 Dopamine Receptor: qHTS; 360,000 tested, 1% active; HEK293 T-REx D1 cells, calcium flux, agonist mode; activation, % at 2 µM; D(1A) dopamine receptor (Homo sapiens), P21728; in the data active means activation above about 30%; further: 0% is about no effect
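Agonism was scored from calcium flux recorded over 180 s (1 read/s) after pintool compound addition, following a 10-cycle baseline. Cells were inducible force-coupled HEK293 TREx D1, plated overnight at 30 C and loaded with no-wash calcium dye.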
Vif-A3G inh: qHTS for Inhibitors of Vif-A3G Interactions: qHTS; AID 602310, 2012; 410,000 tested, 0.076% active; HeLa A3G-eYFP + Vif (tagged APOBEC3G with the HIV-1 protein that degrades it), YFP fluorescence, overnight; Potency, µM (top dose mostly 46.1 µM), without a hit: top-dose activity, negative = active, usual class: inhibitors;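 further: potency means the concentration at half of the fitted maximal effect; on the % scale 0 is the no-effect control and ±100 the full control effect; nearly all actives have a fitted effect of over 60% in size; hits raise eYFP signal because A3G escapes Vif-driven loss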
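HeLa cells stably expressing Vif and C-terminally eYFP-tagged A3G, seeded overnight at 37 deg C, then exposed to compound by pintool overnight at 37 deg C. Rise in yellow fluorescence (Ex 488/Em 500-530, Acumen) marks blocked Vif-driven A3G degradation.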
RXFP1 agonist: qHTS Assay for Agonists of the Relaxin Receptor RXFP1; Relaxin receptor 1 (Homo sapiens), Q9HBX9; HEK293T-RXFP1 cAMP TR-FRET, 30 min; response scale: percent of porcine relaxin response, buffer zero; Potency, µM (highest dose often 57.5 µM), for inactives: top-dose activation, most hits filed as activators; 370,000 tested, 0.3% active; AID 2676, 2010; further: potency means the concentration at half of the fitted maximal effect; on the % scale 0 is the no-effect control and ±100 the full control effect; nearly all actives have a fitted effect of over 60% in size; many of its hits are not listed in these tables
Target sequence (Q9HBX9 whole entry, looked up): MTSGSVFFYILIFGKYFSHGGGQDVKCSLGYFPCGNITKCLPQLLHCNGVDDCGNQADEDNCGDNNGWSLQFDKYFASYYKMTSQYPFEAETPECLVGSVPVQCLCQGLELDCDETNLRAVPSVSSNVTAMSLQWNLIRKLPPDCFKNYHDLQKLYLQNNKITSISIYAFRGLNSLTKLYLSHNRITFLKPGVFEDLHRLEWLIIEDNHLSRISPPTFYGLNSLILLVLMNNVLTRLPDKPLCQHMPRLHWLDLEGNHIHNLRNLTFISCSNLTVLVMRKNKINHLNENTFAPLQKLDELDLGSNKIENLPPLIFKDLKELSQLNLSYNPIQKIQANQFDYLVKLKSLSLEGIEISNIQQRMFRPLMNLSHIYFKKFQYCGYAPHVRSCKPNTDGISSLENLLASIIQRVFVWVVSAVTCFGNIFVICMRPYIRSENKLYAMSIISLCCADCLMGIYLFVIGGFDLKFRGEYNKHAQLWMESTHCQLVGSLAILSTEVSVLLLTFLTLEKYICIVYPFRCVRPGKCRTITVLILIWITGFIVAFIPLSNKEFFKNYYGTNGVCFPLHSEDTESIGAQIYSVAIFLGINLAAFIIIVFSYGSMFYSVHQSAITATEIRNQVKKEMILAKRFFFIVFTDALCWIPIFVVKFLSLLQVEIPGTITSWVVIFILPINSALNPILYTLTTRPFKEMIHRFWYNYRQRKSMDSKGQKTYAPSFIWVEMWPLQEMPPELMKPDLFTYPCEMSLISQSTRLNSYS
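HEK293T cells stably expressing RXFP1 were pretreated with the PDE4 inhibitor Ro 20174, exposed to compounds for 30 min at 37C, lysed, and cAMP was read by TR-FRET. Data normalized to buffer (basal) and 29 nM porcine relaxin (100%).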
D2 potentiator: HTS Assay for Positive Allosteric Modulators of the Human D2 Dopamine Receptor: Primary Screen for Potentiators. D(2) dopamine receptor (Homo sapiens), P14416. HEK293 T-REx D2, calcium flux, EC20 dopamine potentiation. potentiation, % at 10 µM. 340,000 tested, 0.34% active. AID 485347, 2010;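 active means potentiation over 3 SD above the plate norm, cut at about 30% in these data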; further: 0% is about no effect
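Potentiation of an EC20 dopamine calcium response is measured in a force-coupled, tetracycline-inducible Hek293 Trex D2 line. Compound-only kinetic reads over 180 s flag agonists before dopamine addition.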
Active calls of the source: *; ? = inconclusive; / = no result given; & = joins results of further samples. Unless noted, the call rests on the fitted dose curve; in most records, active means well fitted curve in the direction sought with a large enough effect; inconclusive means small, poorly fitted or top-dose-only effect, or another doubt; inactive means no such curve, though single readings can be large; an effect the other way counts as inactive or inconclusive. This is a subset; count on the stated rates, not on these rows.

Screens in order – D2 potentiator	Vif-A3F inh	D1 antag	LDHA inh	D1 potentiator	RXFP1 agonist	Glioma ERSR ind	Vif-A3G inh	D1 ag
Cc1ccc(S(=O)(=O)Cc2c(C)noc2C)cc1
→ 3	-1%	-11	-2	-2	1.6%	-5%	0%	3
CCOCCOC(NC(=O)c1ccccc1)(C(F)(F)F)C(F)(F)F
→ 0	-5%	-7	1	2	1.5%	-2%	6%	2
Cc1ccc(CNC(=O)CN(C)S(=O)(=O)c2cccc3nsnc23)cc1
→ 5	-6%	1	-5	0	0.2%	-5%	0%	1
O=[N+]([O-])c1ccc(NS(=O)(=O)c2cccc3cccnc23)cc1
→ 0	5%	3	-11	3	-0.3%	-2%	3%	3
CCOC(=O)c1c(C)[nH]c(C(=O)NCCc2ccc(OC)c(OC)c2)c1C
→ -4	-3%	0	-3	-8	0.2%	-5%	3%	3
COc1cccc(-n2c(Cc3cc(=O)[nH]c(=O)[nH]3)nnc2SCC(=O)N2CCCCC2)c1
→ -4	0%	3	-3	-9	0.7%	-2%	2%	3
Cc1c(C(=O)N/N=C/c2cccnc2)sc(=S)n1C
→ -3	4%	-8	-2	-3	5.0%	-2%	-1%	2
CC1(C)Cc2c(sc3c4nnnn4c4nnnn4c23)CO1
→ 2	/	3	/	-1	2.6%	/	/	2
Clc1ccc(CN(CC2CCCO2)C(c2cccs2)c2nnnn2C2CCCC2)cc1 (centres undefined)
→ 13	-4%	-53*	-2	-22	0.6%	-3%	3%	3
Nc1c(-c2ccccc2)c(CSc2nc3ccccc3[nH]2)nn1-c1cccc(Cl)c1
→ 2	11%	-12	0	-4	1.5%	-4%	1%	8
Cc1cccc(Nc2cc(=O)[nH]c(=O)[nH]2)c1
→ 5	6%	14	0	-2	-0.4%	-3%	-4%	3
CCN(CC(=O)Nc1ccc(NC(C)=O)cc1)C(=O)/C=C/c1ccc(C)o1
→ 7	1%	-15	-1	/	0.4%	-2%	-2%	5
O=C1CCC[C@@H]2Cc3nc4cc5c(cc4cc3[C@@H]3CCN1[C@H]23)OCO5
→ /	-10%	/	12	/	/	3%&-2%	-3%&-22%	/
CCCC(=O)Nc1ccc2c(c1)COC2=O
→ 10	-8%	-25	-5	-2	-1.1%	3%	0%	3
Cc1ccc(S(=O)(=O)N(C)C[C@@H]2OCc3cnnn3CCCC(=O)N([C@@H](C)CO)C[C@H]2C)cc1
→ /	7%	/	0	/	/	-5%	-9%	/

Later entries:
Screens in order – D2 potentiator	Vif-A3F inh	D1 antag	LDHA inh	D1 potentiator	RXFP1 agonist	Glioma ERSR ind	Vif-A3G inh	D1 ag
Cc1nc(SCC(=O)Nc2cc(C)on2)c2c(=O)n(C)c(=O)n(C)c2n1
→ 6	-8%	-64*	1	-16	12%	-1%	2%	3
COc1ccccc1CNC(=O)CCNC(=O)C1CCN(S(=O)(=O)c2ccccc2)CC1
→ 9	0%	12	-1	-5	4.0%	-3%	3%	0
CCOC(=O)CCCNS(=O)(=O)c1c(C)ccc2nsnc12
→ 10	-4%	-29	-5	-4	0.8%	-5%	3%	0
CC1Nc2ccccc2C(=O)N1NS(=O)(=O)c1ccccc1 (centres undefined)
→ -11	-14%	4	-4	-2	1.2%	-3%	0%	3
CCOC(=O)c1c(S(=O)(=O)N(C)C2CCCCC2)c(C)n(C)c1C
→ -8	-1%	-13	-2	11	4.8%	-1%	0%	1
COCCNC(=O)C(c1ccc(C)o1)N(CC1CCCO1)C(=O)Cn1nnc2ccccc21 (centres undefined)
→ -3	-4%	-2	3	6	-2.5%	-1%	2%	-1
CCN1CCSc2ccc(C(=O)NCc3ccccc3Br)cc21
→ -13&5	2%	0&-4	-11&1	-8&-7	9.6%&1.2%	-1%	-1%	5&1
Cc1cc(C)n(CC(=O)NNC(=O)C2CC(=O)N(Cc3ccccc3Cl)C2)n1 (centres undefined)
→ 2	2%	-9	1	-10	0.6%	-4%	-3%	1
C#CCOCCOCCOCCNc1nc(N2CCOCC2)nc(N2CCN(C(=O)[C@H](CCC(=O)O)n3cc(C(N)[C@H](C)CC)nn3)CC2)n1 (some centres undefined)
→ -6	-3%	-3	-15	0	4.5%	-6%	-3%	0
CCC(C)c1ccc(OCCn2ccnc2)cc1 (centres undefined)
→ -19	-6%	-8	-20	-7	0.6%	2%	1%	13
COc1ccc(C(=O)Nc2cc(C(C)=O)c(/C=C/N(C)C)oc2=O)cc1
→ -1	?	20	1	-3	-6.7%	-6%	?	41*
CNC(=O)COC(=O)c1cc(NC(=O)c2ccco2)c(OC)c(OC)c1
→ 16	8%	-8	0	-4	2.4%	-5%	5%	3
COc1ccc(Cl)cc1N=Cc1c(O)c2ccccc2oc1=O
→ 12	-2%	-16	1	-2	?	-5%	2%	3
Cc1nc(=S)c2ccccc2[nH]1
→ -5	0%	4	0	-1	4.6%	4%	-1%	4
NS(=O)(=O)c1ccc(CCNC(=O)C(=O)c2cn(CC(=O)N3CCOCC3)c3ccccc23)cc1
→ 2	-8%	-5	2	3	?	-3%	-6%	1

Part of the list above, reduced to Vif-A3F inh, LDHA inh and D1 ag:
| SMILES | Vif-A3F inh | LDHA inh | D1 ag |
| --- | --- | --- | --- |
| CCOC(=O)c1c(C)[nH]c(C(=O)NCCc2ccc(OC)c(OC)c2)c1C | -3% | -3 | 3 |
| CCC(C)c1ccc(OCCn2ccnc2)cc1 (centres undefined) | -6% | -20 | 13 |
| CCOCCOC(NC(=O)c1ccccc1)(C(F)(F)F)C(F)(F)F | -5% | 1 | 2 |

Taken from above.
Under D1 antag, `NS(=O)(=O)c1ccc(CCNC(=O)C(=O)c2cn(CC(=O)N3CCOCC3)c3ccccc23)cc1` shows -5
Under Glioma ERSR ind, `O=C1CCC[C@@H]2Cc3nc4cc5c(cc4cc3[C@@H]3CCN1[C@H]23)OCO5` shows 3%&-2%
Under D1 ag, `Cc1nc(SCC(=O)Nc2cc(C)on2)c2c(=O)n(C)c(=O)n(C)c2n1` shows 3
Under RXFP1 agonist, `Nc1c(-c2ccccc2)c(CSc2nc3ccccc3[nH]2)nn1-c1cccc(Cl)c1` shows 1.5%
Under Glioma ERSR ind, `COc1ccccc1CNC(=O)CCNC(=O)C1CCN(S(=O)(=O)c2ccccc2)CC1` shows -3%

Next part:
Screens in order – D2 potentiator	Vif-A3F inh	D1 antag	LDHA inh	D1 potentiator	RXFP1 agonist	Glioma ERSR ind	Vif-A3G inh	D1 ag
CCOc1ccc(CCNC(=O)CN2C(=O)c3cccnc3Oc3ccc(C)cc32)cc1OCC
→ -2&9	0%&-3%	-6&0	0&-3	-1&0	3.0%&1.2%	-6%&-4%	-11%&-9%	1&0
CCCCCn1c(SCC(=O)OCC)nc2cc(C(=O)N3CCC(C(N)=O)CC3)ccc2c1=O
→ -2	1%	-2	0	-3	3.4%	1%	0%	1
COc1ccccc1C1C(C(C)=O)=C(O)C(=O)N1c1ccc(O)cc1 (centres undefined)
→ 3	0%	5	1	2	2.2%	-2%	0%	4
Cc1ccccc1Cn1c(=O)c2c(nc3n2CCN3Cc2ccco2)n(C)c1=O
→ /	0%	/	-2	/	/	-3%	-5%	/
O=C(c1ccco1)N1CCN(C(=O)c2cc(-c3ccccc3F)no2)CC1
→ 6	-9%	2	-3	9	0.0%	7%	-2%	1
CCCCCCNC(=O)c1c(O)c2cccc3c2n(c1=O)CCC3
→ 7	0%	11	-7	-5	-0.5%	0%	0%	2
Cc1ccc2c(c1)N(CC(=O)N1CCN(c3nc4ccccc4s3)CC1)C(=O)C(C)O2 (centres undefined)
→ -3	-3%	12	-3	1	-2.8%	1%	0%	5
CC(C)(C)c1ccc(C(=O)NCC(=O)OCC(=O)Nc2ccccc2[N+](=O)[O-])cc1
→ 13	-6%	1	-3	4	-4.3%	-6%	1%	2
Cc1cccc2sc(N(CCCN(C)C)C(=O)COc3ccccc3)nc12
→ -8	/	1	-11	-2	-0.3%	/	/	64*
CCOc1ccccc1NC(=O)CSc1nc2ccccc2c(=O)n1CC1CCCO1 (centres undefined)
→ 2	15%	-13	-4	-10	2.4%	-4%	-6%	2
CCCOc1cccc(C2c3c(-c4ccccc4O)n[nH]c3C(=O)N2Cc2ccco2)c1 (centres undefined)
→ -7	12%	0	3	2	0.2%	5%	-7%	1
CCOc1ccccc1C(=O)N/N=C/c1ccoc1
→ 0	-6%	-1	-6	4	-3.2%	-2%	-7%	0
COC(=O)c1c(NC(NC(=O)C(C)(C)C)C(Cl)(Cl)Cl)sc2c1CCC2 (centres undefined)
→ 4	-10%	36	2	-7	-1.4%	-2%	-8%	4
O=C(NCc1ccccc1)C1=C[C@@H](c2ccc(C(F)(F)F)cc2)C[C@@H](OCc2ccc(CO)cc2)O1
→ -2	-7%	-1	6	-3	-0.1%	-3%	-3%	9
CCOC(=O)N1CCN(C(=O)c2cccn3c(=O)c4cc(Br)ccc4nc23)CC1
→ 1	-6%	11	-2	-2	13%	-3%	2%	0

Retrieved by compound from the entries so far, 2 records:
Screens in order – D2 potentiator	Vif-A3F inh	D1 antag	LDHA inh	D1 potentiator	RXFP1 agonist	Glioma ERSR ind	Vif-A3G inh	D1 ag
CCOc1ccccc1C(=O)N/N=C/c1ccoc1
→ 0	-6%	-1	-6	4	-3.2%	-2%	-7%	0
O=C(NCc1ccccc1)C1=C[C@@H](c2ccc(C(F)(F)F)cc2)C[C@@H](OCc2ccc(CO)cc2)O1
→ -2	-7%	-1	6	-3	-0.1%	-3%	-3%	9
